A549 viability – counter-screen for Nrf2 inhibitors: cytotoxicity in A549 cells. AID 504648. A549 ARE-Fluc cells, CellTiter-Fluor viability, 18-24 h. 390,000 compounds, 0.16% hits. Potency, µM (titrated, usually from 46 µM), for inactives: at the top dose activity change, negative = cytotoxicity, most hits filed as inhibitors; also: potency is read from the fitted curve at half-maximal effect; % is scaled to controls: 0 for no effect and ±100 for the full control effect
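A549 ARE_Fluc cells in 5% FBS OPTI-MEM were exposed to compounds in concentration-response for 18-24 h at 37 deg C. Viability was read by CellTiter-Fluor fluorescence (Ex 405/Em 525) after 30 min, before the luciferase read.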
Nrf2 block – Nrf2 pathway inhibition; AID 504444; Potency, µM (doses to about 46 µM), inactives show top-dose activity change, negative = inhibition, usual class: inhibitors; 360,000 compounds, 2.1% hits; A549 ARE-Fluc reporter, luciferase luminescence, 18-24 h; also: potency is read from the fitted curve at half-maximal effect; % is scaled to controls: 0 for no effect and ±100 for the full control effect; nearly all actives have a fitted effect of over 60% in size
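Cells were seeded and rested 2 h, then exposed to compounds for 18-24 h. CellTiter-Fluor was read first as a viability measure. BugLite was added 15 min before the final luminescent read of ARE-luciferase activity in A549 cells.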
CCT chaperon mod – modulators of cytosolic chaperonin (CCT/TRiC) activity | 360,000 compounds, 0.3% hits | purified chaperonin ATPase assay, HTRF ADP detection, 30 min | activity change, % (test concentration not listed), hits read low; in the data active = activity change below about -30%; also: % is scaled to controls: 0 for no effect and ±100 for the full control effect
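TRiC at 40 or 20 nM final (batch-dependent) in 30 mM Tris pH 7.4, 100 mM KCl, 5 mM MgCl2, 1 mM DTT, with compound at single 76 uM and 10 uM ATP, 30 min at 37 deg C. ADP detected by HTRF Transcreener, 665/615 ratio.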
EPAC2 agonist – EPAC2 (human) agonism. Q8WZA2. EPAC2 activation, biochemical qHTS; response scale: 100% = 6.5 mM cAMP response. Potency, µM (highest dose often 154 µM), for inactives: top-dose activation, most hits filed as activators. 360,000 compounds, 0.079% hits; also: potency is read from the fitted curve at half-maximal effect; nearly all actives have a fitted effect of over 50% in size
Target sequence (Q8WZA2 whole entry, looked up): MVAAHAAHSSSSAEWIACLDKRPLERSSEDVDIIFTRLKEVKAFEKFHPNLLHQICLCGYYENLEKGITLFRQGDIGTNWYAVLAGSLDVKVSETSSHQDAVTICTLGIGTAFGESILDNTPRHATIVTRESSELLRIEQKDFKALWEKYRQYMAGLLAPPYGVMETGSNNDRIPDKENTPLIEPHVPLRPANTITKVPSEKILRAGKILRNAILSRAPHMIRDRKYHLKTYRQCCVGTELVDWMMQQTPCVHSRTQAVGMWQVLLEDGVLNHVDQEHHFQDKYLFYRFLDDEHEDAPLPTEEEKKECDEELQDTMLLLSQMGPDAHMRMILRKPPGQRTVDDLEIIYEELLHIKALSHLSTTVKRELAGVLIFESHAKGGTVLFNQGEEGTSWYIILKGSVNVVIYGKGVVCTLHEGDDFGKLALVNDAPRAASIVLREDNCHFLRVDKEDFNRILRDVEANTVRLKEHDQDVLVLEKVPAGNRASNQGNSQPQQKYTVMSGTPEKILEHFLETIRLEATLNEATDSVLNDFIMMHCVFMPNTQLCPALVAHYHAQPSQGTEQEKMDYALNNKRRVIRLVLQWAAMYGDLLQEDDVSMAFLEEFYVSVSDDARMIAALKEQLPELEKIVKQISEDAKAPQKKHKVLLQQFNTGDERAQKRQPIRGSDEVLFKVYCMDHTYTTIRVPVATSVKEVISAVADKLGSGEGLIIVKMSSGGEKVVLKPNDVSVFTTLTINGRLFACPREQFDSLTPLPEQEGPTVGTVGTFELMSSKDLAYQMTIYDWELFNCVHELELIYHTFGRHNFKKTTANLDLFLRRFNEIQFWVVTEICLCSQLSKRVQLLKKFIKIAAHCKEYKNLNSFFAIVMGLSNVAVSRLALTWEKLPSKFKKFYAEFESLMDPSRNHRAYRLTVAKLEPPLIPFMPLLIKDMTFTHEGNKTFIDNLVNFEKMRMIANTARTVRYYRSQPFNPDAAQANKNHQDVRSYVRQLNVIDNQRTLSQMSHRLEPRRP
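In this primary screen, activation is scored as increased exchange of BODIPY-GDP from Rap1B by 100 nM EPAC2, with 50 uM GDP as competitor. Signal is normalized to the 6.5 mM cAMP agonist control.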
EPAC2 antagonist – blocks human EPAC2 exchange factor; Potency, µM (top dose mostly 114 µM), without a hit: at the highest dose activity, negative = inhibition, most hits filed as inhibitors; 360,000 compounds, 0.18% hits; Q8WZA2; EPAC2 GEF exchange of Rap1B-BODIPY-GDP, fluorescence; also: potency is read from the fitted curve at half-maximal effect; % is scaled to controls: 0 for no effect and ±100 for the full control effect; nearly all actives have a fitted effect of over 45% in size; many of its hits are not listed in these tables
Akt phos inh – blocks phosphorylation of Akt; Neuro2A IGF-stimulated pAkt S473 HTRF, 20 min; active compounds read low; 360,000 compounds, 0.32% hits; activity change, % for hits at 50 µM; in the data active = activity change below about -80%; inconclusive = mostly about -51% to -80%; also: % is scaled to controls: 0 for no effect and ±100 for the full control effect
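Neuro2A cells in DMEM with 0.5% FBS, overnight at 37 deg C, given compound at single 50 µM final, then IGF (6 nM final) for 20 min at 37 deg C. Lysed; phospho-Akt Ser473 by HTRF after 24 h, 665/615 ratio.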
Nrf2 ARE act – activators of Nrf2 (ARE) signaling | 410,000 compounds, 0.31% hits | Potency, µM (highest dose often 46.1 µM), for inactives: at the top dose activation, usual class: activators | AREc32 ARE-luciferase reporter (MCF7-derived line), luminescence, 24 h; also: potency is read from the fitted curve at half-maximal effect; % of control where 0% means no effect; nearly all actives have a fitted effect of over 65% in size
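Each well held 1000 AREc32 cells, which were incubated with compound for 24 hr at 37 deg C after overnight attachment, and ARE reporter activity was quantified by firefly luciferase luminescence.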
TGFb inhibitor – inhibitors of TGF-b signaling; HepG2 CAGA-GFP TGF-b/SMAD3 reporter, GFP fluorescence, 18 h; TGF-beta stimulated, 500 pg/mL final; Potency, µM (doses to about 46.1 µM), inactives show at the top dose activity, negative = inhibition, usual class: inhibitors; 410,000 compounds, 1.2% hits; AID 588855; also: potency is read from the fitted curve at half-maximal effect; % is scaled to controls: 0 for no effect and ±100 for the full control effect; nearly all actives have a fitted effect of over 65% in size
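Inhibition was scored as loss of TGF-beta-induced (500 pg/mL final, 18 hours, 37 degrees C) GFP in HEPG2 cells carrying a CAGA-GFP reporter, in DMEM with 1% FBS. Well GFP was summed per cell; Activity was normalised to unstimulated and stimulated DMSO wells, then concentration-response fitting.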
Mm-Cpn inhibitor – inhibitors of Methanococcus maripaludis chaperonin (MmCpn); purified Mm-Cpn ATPase, ADP Transcreener TR-FRET; Potency, µM (highest dose often 76.9 µM), for the others: at the top dose activity, negative = inhibition, most hits filed as inhibitors; 330,000 compounds, 0.031% hits; also: potency is read from the fitted curve at half-maximal effect; % is scaled to controls: 0 for no effect and ±100 for the full control effect; nearly all actives have a fitted effect of over 80% in size
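Reaction buffer contained 30 mM Tris pH 7.4, 100 mM KCl, 5 mM MgCl2 and 1 mM DTT. Mm-CPN (25 nM final) hydrolysed 10 uM ATP over 30 min at 37°C; ADP was read by HTRF.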
* marks the source's active call; other numbers are inactive results; i = inactive; ? = inconclusive; / = not tested or not shown; [ ] = dose if it differs, or a comment. Unless noted, calls follow the shape of the dose curve; as a rule, active = well fitted curve in the direction sought with a large enough effect; inconclusive = small, poorly fitted or top-dose-only effect, or another doubt; inactive = no such curve, though single readings can be large; an effect the other way counts as inactive or inconclusive. Only part of the results is shown; count on the stated rates, not on these rows.

SMILES	A549 viability	EPAC2 antagonist	TGFb inhibitor	Akt phos inh	CCT chaperon mod	Mm-Cpn inhibitor	EPAC2 agonist	Nrf2 block	Nrf2 ARE act
Cc1ccccc1C(=O)NCCCc1ccccc1	13%	15%	2%	i	-1.3	2%	6%	25%	-0.7%
O=C(Cc1c[nH]c2ccccc12)Nc1nc2ccccc2[nH]1	4%	-5%	4%	i	1.4	0%	-14%	13%	19%
CCc1nc2sc3c(c2c(=O)n1N)CCC3	-4%	-1%	3%	i	-3.9	-1%	3%	-16%	-0.2%
O=C(NCCc1cnc[nH]1)c1ccc(-c2ccccc2)cc1	2%	21%	-2%	i	-3.3	-20%	11%	-37%	1.8%
CCOC(=O)COn1c(=O)c(-c2cccs2)[n+]([O-])c2ccccc21	-4%	-4%	-2%	i	0.5	-2%	7%	15%	-0.6%
COCCCn1c(C(=O)Nc2ccc3c(c2)OCO3)cc2c(=O)n3ccccc3nc21	-4%	-6%	8%	i	-1.3	1%	-8%	0%	-0.2%
COc1cc(NC(=S)N2CCN(C(=O)c3ccco3)CC2)c(OC)cc1Cl	14%	15%	1%	i	-18	0%	-3%	5%	4.6%
Cc1ccccc1C(=O)Nc1ccccc1NC(=O)c1ccccc1Br	4%	4%	1%	i	-2.1	-1%	17%	-1%	-2.4%
Cc1nc2ccc(S(=O)(=O)N(CC(=O)Nc3cccc(C)c3C)Cc3ccccc3)cc2s1	1%	/	-3%	/	/	/	/	?	0.1%
CC(C)(C)N(NC(=O)OCc1ccccc1)C(=O)c1ccccc1	-4%	7%	-4%	i	-1.9	-2%	4%	-8%	-0.6%
C#CNC(=O)C1(CC=C)CCNCC1	9%	15%	5%	i	-1.0	-2%	-2%	4%	-0.7%
NC(=O)N/N=C/c1cn(-c2ccccc2)nc1-c1ccccc1	0%	-10%	3%	i	3.5	-1%	7%	?	14%
O=C(CSC(=S)N1CCSCC1)c1ccccc1	6%	-6%	3%	i	-2.8	0%	21%	?	0.1%
COc1cc(/C=C/C2=NNC(=O)CC2)cc(OC)c1OC	-1%	0%	0%	i	-1.9	-6%	6%	7%	4.1%
CCN(CC)CCCn1c(C)cc2c(c1=O)C(c1cc(OC)c(OC)cc1OC)C(C#N)=C(N)O2 (configuration not stated)	0%	14%	11%	/	-0.5	1%	0%[15.6 µM]	11%	-0.8%
CCc1cc2c(N3CCN(C(=O)c4ccco4)CC3)ncnc2s1	3%	10%	7%	i	0.9	1%	1%	?	0.9%
CC(C)C1CC2=C(C(=O)OC(C)(C)O2)C(c2ccc(Cl)cc2)O1 (configuration not stated)	/	?	-26%	i	-1.3	/	9%	/	-0.4%
CCc1c(C(=O)NN2C(=O)C3CCCCC3C2=O)csc1C (configuration not stated)	2%	2%	5%	i	2.4	-2%	-6%	17%	1.6%
CN1/C(=C\C(=O)C[n+]2cccc(Br)c2)C(C)(C)c2ccccc21	-23%	8%	-19%	i	-0.6	2%	6%	3.3µM*	-0.2%
O=c1c2ccc([N+](=O)[O-])cc2ncn1Cc1ccccc1C(F)(F)F	-9%	0%	2%	i	-1.3	-9%	-7%	?	-0.5%
Cc1nc(CS(=O)(=O)c2ccccc2)cc(N2CCN(c3ccccc3F)CC2)n1	-1%	-5%	1%	i	-3.2	0%	15%	21µM*	-0.8%
COc1ccc(F)cc1S(=O)(=O)NCC(c1ccc2c(c1)OCO2)N1CCN(C)CC1 (configuration not stated)	6%	5%	-30%	i	-2.1	0%	3%	13%	1.9%
CCOc1ccc(-n2cc(C(=O)NCCOC)c3cc(OC)c(OC)cc3c2=O)cc1	-2%	-1%	41%[activator]	i	-0.9	-4%	8%	-22%	-0.1%
COC(/C=C/Nc1ccc(OC)cc1)=C(C#N)C#N	7%	18%	16%	i	4.9	0%	6%	10%	-0.1%
COc1ccc(-c2nn3c(C4CCCCC4)nnc3s2)cc1OC	/	-2%	-6%	i	-0.1	0%	8%	?	4.7%
CCCc1noc(-c2cccc([N+](=O)[O-])c2)n1	-1%	3%	0%	i	-1.3	0%	1%	1%	2.4%
CC(C)(C)NC(=O)NC(=O)CN1CCc2ccccc21	12%	?	-15%	i	-3.7	-2%	12%	2%	2.1%
CCCCCN(C(=O)COC(=O)COc1c(C)cc(C)cc1C)c1c(N)n(CCCC)c(=O)[nH]c1=O	15%	50%[activator]	?	i	-0.9	1%	-6%	-13%	0.0%
Cc1cccc(OCc2nnc(SCC(=O)Nc3cccc(C(=O)N4CCOCC4)c3)n2C)c1	-4%	-3%	-18%	i	-3.7	0%	5%	?	-0.1%
O=C1NC2(CCCCCC2)C(=O)N1Cc1ccccc1	2%	1%	0%	i	-2.1	0%	-6%	-9%	-0.1%

Next part, starting with the last three of the part before.
SMILES	A549 viability	EPAC2 antagonist	TGFb inhibitor	Akt phos inh	CCT chaperon mod	Mm-Cpn inhibitor	EPAC2 agonist	Nrf2 block	Nrf2 ARE act
CCCCCN(C(=O)COC(=O)COc1c(C)cc(C)cc1C)c1c(N)n(CCCC)c(=O)[nH]c1=O	15%	50%[activator]	?	i	-0.9	1%	-6%	-13%	0.0%
Cc1cccc(OCc2nnc(SCC(=O)Nc3cccc(C(=O)N4CCOCC4)c3)n2C)c1	-4%	-3%	-18%	i	-3.7	0%	5%	?	-0.1%
O=C1NC2(CCCCCC2)C(=O)N1Cc1ccccc1	2%	1%	0%	i	-2.1	0%	-6%	-9%	-0.1%
COc1ccc(CC(=O)NNC(=O)CSc2nnc(Cc3ccc(OC)cc3)n2-c2ccccc2)cc1	15%	-1%[57.1 µM]	-3%	i	-0.4	2%	13%	26%	2.9%
O=C(CSCc1ccccc1)Nc1cccc(C(=O)Nc2ccc(C(=O)O)cc2)c1	-1%	0%	-7%	i	-0.9	-1%	-2%	-16%	-0.5%
Cc1csc(=O)n1CCC(=O)OCC(=O)Nc1cc([N+](=O)[O-])ccc1Cl	2%	18%	-9%	i	0.0	1%	3%	16%	0.2%
Cc1cc(=O)c(C(=O)O)nn1-c1ccccc1Cl	0%	-2%	11%	i	-1.5	1%	-3%	-2%	-0.6%
O=S1CC/C(=N\O)c2ccccc21 (configuration not stated)	7%	-2%	-6%	i	1.5	0%	9%	-19%	-0.4%
COc1ccc(NCc2nc3ccccc3n2CCOc2ccccc2C)cc1	-22%	/	?	/	/	/	/	9%[9.27 µM]	-0.3%
CN(C)S(=O)(=O)c1ccc(C(=O)Nc2ccc(Cl)cc2)cc1	0%	14%	?	i	-1.1	-6%	4%	?	4.0%
CC(C)(C)N(CC#CCC1(O)c2ccccc2-c2ccccc21)CCO	-2%	6%	-14%	i	1.8	-1%	-3%	22%	2.4%
Cc1cccc(C)c1NC(=O)COC(=O)c1cccc2c1C(=O)c1ccccc1C2=O	-3%	-9%	-15%	i	-2.3	-6%	12%	18µM*	-0.6%
O=C(NC1CCCCC1)c1ccc2ccccc2c1	/	2%	4%	i	2.1	/	-2%	/	4.2%

Individual results from the list.
`CCN(CC)CCCn1c(C)cc2c(c1=O)C(c1cc(OC)c(OC)cc1OC)C(C#N)=C(N)O2` (configuration not stated) in Mm-Cpn inhibitor shows 1%
`CCCCCN(C(=O)COC(=O)COc1c(C)cc(C)cc1C)c1c(N)n(CCCC)c(=O)[nH]c1=O` in Mm-Cpn inhibitor shows 1%
`COc1cc(NC(=S)N2CCN(C(=O)c3ccco3)CC2)c(OC)cc1Cl` in EPAC2 antagonist shows 15%

(continued)
SMILES	A549 viability	EPAC2 antagonist	TGFb inhibitor	Akt phos inh	CCT chaperon mod	Mm-Cpn inhibitor	EPAC2 agonist	Nrf2 block	Nrf2 ARE act
CCC(=NCCc1c(C)[nH]c2ccc(OC(F)(F)F)cc12)C1=C(O)CC(c2ccccc2)CC1=O (configuration not stated)	?	-4%	?	i	-0.4	-4%	-1%	21µM*	2.5%
O=c1c2c(-c3cccs3)csc2ncn1-c1ccc(Br)cc1	13%	-11%	8%	i	-0.3	-13%	14%	/	3.5%
CC1(C)OC(=O)C(=NNc2ccccc2C(=O)O)C(=O)O1	?	-5%	-5%	i	-2.2	0%	7%	-3%	-0.5%
CCN(CC)S(=O)(=O)c1cc(NC(=O)c2n[nH]c(=O)c3ccccc23)ccc1C	-4%	-8%	-15%	i	-0.1	-2%	9%	-2%	6.4%
COc1ccc(/C=C/C(=O)Nc2cccnc2Cl)cc1	0%	3%	1%	i	0.2	-7%	4%	?	2.5%
Cc1ccc(S(=O)(=O)N2CCOC23CCN(C(=O)c2cc(Cl)ccc2Cl)CC3)cc1	0%	-13%	0%	/	-5.1	2%	12%	8%	0.3%
O=C1C(Nc2ccc(O)cc2)=C/C(=N/S(=O)(=O)c2cccs2)c2ccccc21	?	3%	1µM*	i	1.0	-11%	19%	?	-2.7%
CCCCN(Cc1ccccc1)C1CCN(Cc2ccccc2)CC1	0%	10%	-9%	i	-1.5	-3%	6%	5%	-0.3%
O=C(O)c1ccccc1-c1ccccc1C(=O)NCc1ccco1	-3%	-10%	-12%	i	-4.2	-1%	9%	12%	-0.5%
Cc1ccc(-c2csc3ncnc(N4CCN(S(=O)(=O)c5ccc(C#N)cc5)CC4)c23)cc1	/	-4%	-5%	i	-2.1	/	14%	/	-0.1%
Cc1ccc(NC(=O)C2CCCN(c3ncnc4c3nc3n4CCCCC3)C2)cc1F (configuration not stated)	-12%	/	-22%	/	/	/	/	?	1.1%
O=S(=O)(c1ccc(Cl)s1)N1CCc2ccccc2C1	?	-7%	-8%	i	-6.6	-2%	18%	?	-0.2%

Compound activity (PubChem BioAssay)
